Screening results from PubChem.
mHTT-CaM PPI inh: mutant huntingtin-calmodulin interaction inhibitors – biochemical, AlphaScreen, primary screen. AlphaScreen His-mHTT/GST-CaM binding, luminescence. AID 1671202, 2021. P42858. inhibition, % at 15 µM. 190,000 compounds, 3.6% hits;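 further: 0% = both proteins with DMSO and 100% = one protein alone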
Target sequence (P42858 whole entry, looked up, stated change not applied): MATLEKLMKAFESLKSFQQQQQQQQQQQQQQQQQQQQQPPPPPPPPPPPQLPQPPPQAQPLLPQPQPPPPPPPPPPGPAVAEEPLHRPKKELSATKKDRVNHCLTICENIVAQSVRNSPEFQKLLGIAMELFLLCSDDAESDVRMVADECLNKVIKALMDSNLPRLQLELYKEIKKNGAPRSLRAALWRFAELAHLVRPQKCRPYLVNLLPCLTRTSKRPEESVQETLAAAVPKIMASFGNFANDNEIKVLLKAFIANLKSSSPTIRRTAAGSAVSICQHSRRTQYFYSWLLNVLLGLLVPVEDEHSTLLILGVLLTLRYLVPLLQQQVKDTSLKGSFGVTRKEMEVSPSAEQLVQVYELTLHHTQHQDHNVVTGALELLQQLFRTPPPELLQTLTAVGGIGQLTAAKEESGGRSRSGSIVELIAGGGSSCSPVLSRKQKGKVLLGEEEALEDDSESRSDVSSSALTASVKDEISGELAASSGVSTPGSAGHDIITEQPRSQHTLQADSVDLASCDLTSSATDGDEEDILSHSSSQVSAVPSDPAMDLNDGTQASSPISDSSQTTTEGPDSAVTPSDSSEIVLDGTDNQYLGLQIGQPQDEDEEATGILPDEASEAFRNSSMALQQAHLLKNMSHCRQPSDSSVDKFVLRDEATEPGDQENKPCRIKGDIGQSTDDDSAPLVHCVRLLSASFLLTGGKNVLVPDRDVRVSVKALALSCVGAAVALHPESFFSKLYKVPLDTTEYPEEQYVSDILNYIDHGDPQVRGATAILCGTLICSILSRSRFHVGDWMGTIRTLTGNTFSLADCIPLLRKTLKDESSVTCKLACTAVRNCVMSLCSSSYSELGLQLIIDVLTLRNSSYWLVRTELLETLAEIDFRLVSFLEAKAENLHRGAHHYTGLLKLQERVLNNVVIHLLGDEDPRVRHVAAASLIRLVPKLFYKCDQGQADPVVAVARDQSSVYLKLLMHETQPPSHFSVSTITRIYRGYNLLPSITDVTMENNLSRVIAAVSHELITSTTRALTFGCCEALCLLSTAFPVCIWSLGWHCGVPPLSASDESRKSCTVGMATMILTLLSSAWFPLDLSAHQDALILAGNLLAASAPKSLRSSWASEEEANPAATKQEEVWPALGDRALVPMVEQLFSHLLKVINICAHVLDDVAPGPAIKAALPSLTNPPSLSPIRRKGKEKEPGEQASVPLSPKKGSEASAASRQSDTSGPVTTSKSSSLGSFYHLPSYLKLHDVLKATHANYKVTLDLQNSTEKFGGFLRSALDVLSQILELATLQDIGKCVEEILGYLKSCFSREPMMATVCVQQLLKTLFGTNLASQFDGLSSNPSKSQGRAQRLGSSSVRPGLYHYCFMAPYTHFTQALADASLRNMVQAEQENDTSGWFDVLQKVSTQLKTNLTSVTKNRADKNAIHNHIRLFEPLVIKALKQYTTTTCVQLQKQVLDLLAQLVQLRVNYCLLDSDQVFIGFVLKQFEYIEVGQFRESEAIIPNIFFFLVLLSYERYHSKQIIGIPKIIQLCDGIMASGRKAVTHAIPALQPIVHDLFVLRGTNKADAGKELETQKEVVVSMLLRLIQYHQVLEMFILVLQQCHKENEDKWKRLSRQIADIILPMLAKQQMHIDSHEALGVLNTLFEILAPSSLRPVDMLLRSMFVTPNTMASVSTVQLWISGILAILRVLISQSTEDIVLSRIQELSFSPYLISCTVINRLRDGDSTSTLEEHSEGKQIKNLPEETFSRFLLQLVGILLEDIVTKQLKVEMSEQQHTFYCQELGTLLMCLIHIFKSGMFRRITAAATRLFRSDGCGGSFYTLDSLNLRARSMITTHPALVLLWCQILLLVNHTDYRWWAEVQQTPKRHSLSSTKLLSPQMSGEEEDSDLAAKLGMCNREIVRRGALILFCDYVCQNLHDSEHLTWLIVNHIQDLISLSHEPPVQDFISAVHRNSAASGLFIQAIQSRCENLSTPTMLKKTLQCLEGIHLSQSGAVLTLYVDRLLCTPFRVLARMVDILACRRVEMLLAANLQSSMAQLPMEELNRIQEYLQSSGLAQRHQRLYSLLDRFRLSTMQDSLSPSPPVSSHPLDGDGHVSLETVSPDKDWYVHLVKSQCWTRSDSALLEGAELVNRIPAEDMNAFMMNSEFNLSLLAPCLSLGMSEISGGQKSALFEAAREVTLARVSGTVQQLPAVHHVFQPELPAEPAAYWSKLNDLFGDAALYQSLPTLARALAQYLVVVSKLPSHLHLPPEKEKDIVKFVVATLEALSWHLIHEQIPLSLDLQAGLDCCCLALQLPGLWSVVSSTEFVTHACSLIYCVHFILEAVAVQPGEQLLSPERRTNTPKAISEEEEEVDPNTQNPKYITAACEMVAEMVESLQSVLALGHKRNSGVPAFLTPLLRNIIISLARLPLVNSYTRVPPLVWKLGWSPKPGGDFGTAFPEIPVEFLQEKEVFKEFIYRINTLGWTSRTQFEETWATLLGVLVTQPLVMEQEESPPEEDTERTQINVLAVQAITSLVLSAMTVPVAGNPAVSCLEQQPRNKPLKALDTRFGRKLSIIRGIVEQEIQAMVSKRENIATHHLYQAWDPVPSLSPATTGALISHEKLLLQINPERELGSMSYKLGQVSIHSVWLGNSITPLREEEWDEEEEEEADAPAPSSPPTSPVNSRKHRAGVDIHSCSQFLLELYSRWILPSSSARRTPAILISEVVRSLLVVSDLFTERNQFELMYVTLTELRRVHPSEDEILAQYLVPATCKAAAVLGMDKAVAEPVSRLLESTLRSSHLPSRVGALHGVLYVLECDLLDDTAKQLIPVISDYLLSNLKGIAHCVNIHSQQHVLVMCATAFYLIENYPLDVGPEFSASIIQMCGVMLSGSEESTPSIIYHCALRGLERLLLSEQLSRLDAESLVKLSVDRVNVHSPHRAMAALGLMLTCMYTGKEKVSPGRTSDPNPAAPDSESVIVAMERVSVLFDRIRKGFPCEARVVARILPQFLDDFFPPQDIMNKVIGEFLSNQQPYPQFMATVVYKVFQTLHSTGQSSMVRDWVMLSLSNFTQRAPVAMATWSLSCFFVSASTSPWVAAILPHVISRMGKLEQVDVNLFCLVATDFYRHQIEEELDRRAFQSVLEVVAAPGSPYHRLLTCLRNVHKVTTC
Pf apPOL inh: Pf-apPOL inhibitors, biochemical, fluorescence; Plasmodium falciparum apicoplast DNA polymerase (apPOL); Recombinant Pf-apPOL, molecular beacon fluorescence, 1.5 h; inhibition, % at 10 µM; 210,000 compounds, 0.25% hits; AID 1794808, 2022
An asterisk follows results filed as active; x = no result given; & = joins results of further samples. No stated cut-off is given here; in the data, active means inhibition above about 50%; inactive means the rest.

SMILES	mHTT-CaM PPI inh	Pf apPOL inh
O=C1Nc2ccccc2C1=Cc1cn[nH]c1-c1cccs1	x	-4
Cc1cc(NC(=O)c2c(-c3c(Cl)cccc3Cl)noc2C)n(C)n1	x	1
COc1cccc(CNC(=O)Cc2cn(C)c3ccccc23)c1	3	-2
Cc1ccc(N2C=C(C#N)S(=O)(=O)c3ccccc32)cc1F	2	4
CSCC(O)Cn1[nH]c(=O)ccc1=O (stereo not drawn)	x	-7
O=C(O)C1CC(=O)N(Cc2ccc3c(c2)OCO3)C(=Nc2ccc(Cl)cc2)S1 (stereo not drawn)	21	6
COc1ccc2oc(=Nc3ccc(C(F)(F)F)cc3)c(C(=O)NC(C)=O)cc2c1	6	-2
Cc1ccc(C(Nc2cccc(C)n2)c2ccc3cccnc3c2O)cc1 (stereo not drawn)	98*	2
Cc1ccc2c(c1)/C(=c1\sc3n(c1=O)CN(c1cccc(Br)c1)CN=3)C(=O)N2	13	-2
CCn1nc(C(=O)Nc2nc3c(SC)cccc3s2)cc1C	-9	-2
Cc1c(NC(=O)c2c(Cl)cccc2Cl)cccc1[N+](=O)[O-]	-3	-18
Cc1cccc(N=Cc2nc(-c3ccccc3Br)oc2O)c1	-8	-3
O=C(C1CC(=O)N(c2cccc(Br)c2)C1)N1CCC(Cn2ccnc2)CC1 (stereo not drawn)	-11	1
O=C(c1cnn2ccc(C3CCN(C(=O)C4CCCC4)CC3)cc12)N1CCCCC1	0	-5
COc1cccc(C2CC(c3ccc(OC)c(OC)c3OC)n3nnnc3N2)c1 (stereo not drawn)	3	-8
COc1ccc(CNS(=O)(=O)c2cccs2)cc1	-4	0
CCOC(=O)N1CCN(/[N+]([O-])=N/Oc2ccc([N+](=O)[O-])cc2[N+](=O)[O-])CC1	x	8
O=C(c1ccc2c(c1)OCO2)N1CCC2(CC1)NC(=O)N(Cc1ccc(F)cc1)C2=O	5	-6
COc1ccc(N2CC(C(=O)NC3CC(O)C(CO)C3)CC2=O)cc1 (stereo not drawn)	0	-2
Cc1ccc(-n2cc(C(=O)N(C)Cc3ccccc3)nn2)cc1C	-7	-2
CC[C@@]1(O)C(=O)OCc2c1cc1n(c2=O)Cc2cc3c(CN(C)C)c(O)ccc3nc2-1	x	84*
CCCCOc1cccc(C(=O)Nc2ccc(OC)cc2OC)c1	-18	-1
CC(=O)C(C#N)c1nc(-c2ccc(F)cc2)cs1 (stereo not drawn)	x	7
NC(=O)Cn1c(-c2ccc(F)cc2)nc2c(c1=O)CCN(Cc1ccccc1)C2	28	3
CCOc1ccc(Cl)cc1/C=C1\NC(=O)N(CC(=O)Nc2ccccc2)C1=O	5	1
COCCCn1c(=N)c(S(=O)(=O)c2ccc(Cl)cc2)cc2c(=O)n3ccccc3nc21	1	-21
CCOc1ccccc1C(=O)N1CCc2nc(-c3ccccc3)ncc2C1	20	-4
CCc1cccc(NC(=O)C2CCCN(c3cnn(Cc4ccccc4)c(=O)c3)C2)c1 (stereo not drawn)	18	-7
COCCNC(=O)c1nn2c(c1Br)NC(c1cccs1)CC2C(F)(F)F (stereo not drawn)	-2	-2
Cc1ccc(Cl)cc1NC(=O)CN1C(=O)CC(c2ccccc2)=Nc2cccnc21	-3	0
CC1CCc2cccc3c2N1c1cc(C#N)c(C#N)cc1O3 (stereo not drawn)	-15	-3
Cc1ccc(NC(=O)c2csc(-c3ccc(C)n3C)n2)cc1	60*	-6
COc1ccc(Br)c(C(=O)C(C#N)=NO)c1	x	-6
O=C(c1cc2ccccc2o1)N1CCN=C1SCc1ccccc1F	-11	-6
Cc1ccc(S(=O)(=O)NC(C)C)cc1[N+](=O)[O-]	2	-1
O=C(NC1CCCCC1)C1CC(c2c(F)cccc2Cl)=NO1 (stereo not drawn)	-4	-1
COc1ccc(CSc2nnnn2-c2ccc(C(N)=O)cc2)cc1	-1	-9
O=C(CNC(=O)C1CCCCC1)Nc1nc2ccccc2s1	-6	-7
O=C(CSc1nc2ccccc2o1)Nc1ncccn1	4	-5
CC(=O)c1ccc(N2C(=O)CC(N3CCN(c4ccccc4Cl)CC3)C2=O)cc1 (stereo not drawn)	-6	-1

Sorted by molecular weight (highest first): some entries from above.
SMILES	mHTT-CaM PPI inh	Pf apPOL inh
Cc1ccc(Cl)cc1NC(=O)CN1C(=O)CC(c2ccccc2)=Nc2cccnc21	-3	0
CCOc1ccc(Cl)cc1/C=C1\NC(=O)N(CC(=O)Nc2ccccc2)C1=O	5	1
CCOc1ccccc1C(=O)N1CCc2nc(-c3ccccc3)ncc2C1	20	-4
CC(=O)C(C#N)c1nc(-c2ccc(F)cc2)cs1 (stereo not drawn)	x	7

3 compounds drawn at random from those above, as already listed:
SMILES	mHTT-CaM PPI inh	Pf apPOL inh
CC(=O)C(C#N)c1nc(-c2ccc(F)cc2)cs1 (stereo not drawn)	x	7
CC1CCc2cccc3c2N1c1cc(C#N)c(C#N)cc1O3 (stereo not drawn)	-15	-3
CC(=O)c1ccc(N2C(=O)CC(N3CCN(c4ccccc4Cl)CC3)C2=O)cc1 (stereo not drawn)	-6	-1

The results go on.
SMILES	mHTT-CaM PPI inh	Pf apPOL inh
CSc1sc(C)cc1C1C(C(=O)Nc2ccc(C)cn2)=C(C)NC2=C1C(=O)CCC2 (stereo not drawn)	32	9
Cc1ccc(Cl)cc1N(CC(=O)NCc1cccnc1)S(C)(=O)=O	-1	-4
CCCCC(=O)Nc1c2c(nn1-c1ccc([N+](=O)[O-])cc1)CS(=O)(=O)C2	-1	-4
CCOc1ccc(S(=O)(=O)Nc2cc(Cl)ccc2OC)c2cccnc12	24	-6
Cc1cccnc1NC(=O)C1COc2ccccc2O1 (stereo not drawn)	-4	5
O=C(O)CN1C(=O)C2CC=CCC2C1=O (stereo not drawn)	0	-6
O=C(c1ccccc1)N1CCC2(C1)Nc1cccnc1NC2=NC1CCCC1 (stereo not drawn)	9	3
C=C(C)COc1ccc2c(c1)OC(=Cc1ccccc1)C2=O	-4	-7
CCC(C)NC(=O)CC1CCN(C(=O)c2sc(-c3ccc(C)cc3)nc2C)CC1 (stereo not drawn)	-2	-4
CSc1nnc(SCCn2c([N+](=O)[O-])cnc2C)s1	-2	4
Cc1cc(CNC(=O)C(=O)NC(C)c2ccccc2)c(C)o1 (stereo not drawn)	-4	-3
COc1ccc(OCC(=O)N2CCN(c3ccccc3OC)CC2)cc1	4	2
COc1ccc(-c2n[nH]c(C)c2-c2ccccc2)c(O)c1C	46	-6
CC1(C)CC(=O)C2=C(C1)N(c1ccc(Br)cc1F)C(N)=C(C#N)C2c1cccs1 (stereo not drawn)	52*	6
O=C(NCc1ccc(F)cc1)C1CCN(c2ccc(N3CCCC3)nn2)CC1	8	-4
N#Cc1cc[n+](CC(=O)c2ccc(NC(=O)c3ccccc3)cc2)cc1	1	-1
CCCSc1ncccc1C(=O)Nc1cc(C(C)(C)C)sc1C(C)=O	x	-3
O=C(CC1SC(=Nc2ccccc2)N(c2ccccc2)C1=O)NCc1ccccc1 (stereo not drawn)	11	-28
Cc1cccc(C)c1NS(=O)(=O)c1cccnc1	-3	-2
COc1ccc(C2C(C#N)=C(SC)NC3=C2C(=O)CC(C)(C)C3)cc1OC (stereo not drawn)	8	-10

Quoted from the results shown, 3 compounds:
SMILES	mHTT-CaM PPI inh	Pf apPOL inh
O=C(CC1SC(=Nc2ccccc2)N(c2ccccc2)C1=O)NCc1ccccc1 (stereo not drawn)	11	-28
Cc1cccc(C)c1NS(=O)(=O)c1cccnc1	-3	-2
COc1ccc(C2C(C#N)=C(SC)NC3=C2C(=O)CC(C)(C)C3)cc1OC (stereo not drawn)	8	-10

New compounds follow
SMILES	mHTT-CaM PPI inh	Pf apPOL inh
N#Cc1cccc(C#N)c1Oc1ccc(N)cc1	x	7
O=C(Nc1ccccc1F)C1(c2ccccc2)CC1(Cl)Cl (stereo not drawn)	-22	5
CCOC(=O)c1c(NC(=O)c2ccc(S(=O)(=O)N(C)C)cc2)sc(C)c1C	-24	0
COc1ccc(C2CC(C(F)(F)F)n3nc(C(=O)Nc4ccc5c(c4)CCC5)cc3N2)cc1 (stereo not drawn)	2	6
COc1ncc(C(=O)Nc2cccc(Cl)c2)c(C)n1	-9	-3
Cn1cccc1C(=O)N1CCCC(c2cc(-c3ccc(F)cc3)n[nH]2)C1 (stereo not drawn)	17	2
CSc1nc(C=Nc2cccc(Cl)c2)c(O)n1Cc1cccc(Cl)c1	x	-12
COc1ccc(C(C)(C)c2ccc(O)cc2)cc1	-17	-9
O=C(NCc1ccc(Cl)cc1)C1=C2CCCN2c2ccc(F)cc2S1(=O)=O	-4	-5
FC(F)(F)c1cc(N2CCC(C(c3ccccc3)c3ccccc3)CC2)c2cccc(Cl)c2n1	x	-5
COCCNC(=O)c1ccc2c(c1)NC(=O)C(N1CCCCC1)S2 (stereo not drawn)	-2	-28
Cc1cccc(NC(=O)Cn2ccc3ccn(C)c3c2=O)c1	0	-2
Cc1n[nH]c(C)c1NC(=O)c1ccccc1F	0	-1
O=C(NCc1ccc(N2CCOCC2)cc1)c1cc2c(s1)CN(C1CC1)C2	12	1
Cc1cccc(NC(=O)CSc2nc3c(cnn3-c3ccccc3)c(=O)[nH]2)c1C	5	-3
CNC(=O)C1CCCN1C(=O)c1ccccc1 (stereo not drawn)	0	3
Cc1ccc(NC(=O)N2CCCC2c2nc(-c3ccc(F)cc3F)no2)cc1C (stereo not drawn)	-6	-3
Cc1cc(C2CCCN2Cc2ccccc2F)on1 (stereo not drawn)	2	10
CN1OCC(S(=O)(=O)NCCc2ccccc2)C1c1ccc(F)cc1 (stereo not drawn)	-4	-4
C[C@@H]1CC=C[C@H]2[C@H]1C(=O)N(Cc1ccccc1)[C@H]2c1cccc([N+](=O)[O-])c1	23	-1
Cn1c(=N)n(CC(O)c2cccs2)c2ccccc21 (stereo not drawn)	-3	-372
COc1cc(C2=N/C(=C\c3cccc(Cl)c3Cl)C(=O)O2)cc(OC)c1OC	-3	-1
O=C(CN1CCN(c2nc3cc(Cl)ccc3s2)CC1)c1ccc(F)cc1	x	-6
Cc1c(N=Cc2ccc(Cl)cc2)c(=O)n(-c2ccccc2)n1C	-1	5
CCCCOCC1CN(CCCC)S(=O)(=O)c2c(Oc3ccc(F)cc3)cccc2O1 (stereo not drawn)	-34	1
CCCOc1ccc(NC(=O)C(=O)NC2CC(C)(C)NC(C)(C)C2)cc1	0	-2
O=C(NCc1ccc2c(c1)OCO2)C1CN(c2nc3c(F)cccc3s2)C1	-8	-15
Cc1cc2nc3[nH]c4ccc(F)cc4c3nc2cc1C	-4	-15&2
Cc1nnc(C)c2c(C)n(-c3cccc([N+](=O)[O-])c3)c(C)c12	23	0
Cc1cc(C(=O)N2CCN(CCNC(=O)c3cc(=O)c4ccccc4o3)CC2)no1	-7	-2
Cc1nc(C(=O)NCCc2ccccn2)c(C)n1C1CCN(S(C)(=O)=O)CC1	10	-7
CCN(C(=O)c1ccc(Cl)cc1Cl)C1CCCCC1	-3	-11
COc1cccc(Nc2cc(C)nc3c(C)cc(C)cc23)c1	-5	-7
Cc1ccc(CS(=O)(=O)Cc2ccc(C(=O)NCCc3ccc(Cl)cc3)o2)cc1	27	-12
c1nn2cnnc2cc1N1CCN(Cc2csc3c2CCCC3)CC1	12	-3
Cc1cc2nn(-c3ccccc3)nc2cc1NC(=O)c1ccccc1I	-4	-5
COc1cccc(CNC(=O)N2CCC(n3c(C4CCCC4)nc4cccnc43)C2)c1 (stereo not drawn)	6	-2
Cc1nc(C)c(C(=O)OCc2cc(-c3ccc4c(c3)OCCO4)on2)s1	-13	-2
O=C(O)C1c2ccccc2Oc2ccccc21	x	-16
Cc1ccc(S(=O)(=O)Nc2nc3n(n2)C(c2ccccc2)C=C(c2ccccc2)N3)cc1 (stereo not drawn)	30	2
Cc1nc(N)n(CC(=O)N2CCc3ccccc32)c(=O)c1C	1	0
Cc1ccc(C2C3CCCC=C3C(C#N)=C(N)C2(C#N)C#N)cc1 (stereo not drawn)	20	0
CC1CCc2nc(NC(=O)c3ccc(S(=O)(=O)N4CCc5ccccc54)cc3)sc2C1 (stereo not drawn)	9	-4
CCn1ccc2c(cc(C(=O)Nc3ccccc3F)n2C)c1=O	-3	-3
C[C@H]1[C@@H](N(C)Cc2cccs2)CC[C@@]23CCCN2C(=O)CCC[C@@H]13	-1	-3
C=CCn1c(=O)c2c(ncn2Cc2cccc(F)c2)n(-c2ccccc2)c1=O	-2	-2
Cc1cccc(C)c1NC(=O)CSc1ncnc2sc(-c3ccccc3)cc12	-3	-4
CC(C)OCCCNC(=O)NC1(C(F)(F)F)Oc2ccccc2O1	-1	2
CSc1nnc(SCCS(=O)(=O)c2ccc(Cl)cc2)s1	x	-12
Cc1ccc(O)c(-n2c(=O)c3cc4c(=O)n(-c5cc(C)ccc5O)c(=O)c4cc3c2=O)c1	-3	1
COc1ccc(-c2csc(/C(C#N)=C/c3ccc(OC)c(OC)c3)n2)cc1	-43	-2

Full records, looked up by structure. Order of values: mHTT-CaM PPI inh	Pf apPOL inh
`Cc1ccc(S(=O)(=O)Nc2nc3n(n2)C(c2ccccc2)C=C(c2ccccc2)N3)cc1` (stereo not drawn) across the screens: 30	2
`COc1cc(C2=N/C(=C\c3cccc(Cl)c3Cl)C(=O)O2)cc(OC)c1OC` across the screens: -3	-1
